ERG Ets-DNA blk: qHTS for Small Molecule Inhibitors of the ERG Ets/DNA interaction | Transcriptional regulator ERG (Homo sapiens), P11308 | fluorescence polarization, His-ERG Ets domain / labelled DNA | Potency, µM (titrated, usually from 76.9 µM), without a hit: at the highest dose FP activity, negative = inhibition, actives largely listed as inhibitors | 0.028% of 370,000 active | AID 624246, 2012; active means well fitted inhibition curve with a large enough effect in the polarisation, with a control signal flat; inconclusive means small, poorly fitted or top-dose-only effect, or effect the other way, or a change in a side signal; inactive means no such curve, though single readings can be large or run the other way; the % refers to the polarisation;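 further: polarization taken with two DNA probes labelled with fluorescein and Texas red; potency means the concentration at half of the fitted maximal effect; % of control where 0% means no effect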
Target sequence (P11308 whole entry, looked up, the tested form may be a part): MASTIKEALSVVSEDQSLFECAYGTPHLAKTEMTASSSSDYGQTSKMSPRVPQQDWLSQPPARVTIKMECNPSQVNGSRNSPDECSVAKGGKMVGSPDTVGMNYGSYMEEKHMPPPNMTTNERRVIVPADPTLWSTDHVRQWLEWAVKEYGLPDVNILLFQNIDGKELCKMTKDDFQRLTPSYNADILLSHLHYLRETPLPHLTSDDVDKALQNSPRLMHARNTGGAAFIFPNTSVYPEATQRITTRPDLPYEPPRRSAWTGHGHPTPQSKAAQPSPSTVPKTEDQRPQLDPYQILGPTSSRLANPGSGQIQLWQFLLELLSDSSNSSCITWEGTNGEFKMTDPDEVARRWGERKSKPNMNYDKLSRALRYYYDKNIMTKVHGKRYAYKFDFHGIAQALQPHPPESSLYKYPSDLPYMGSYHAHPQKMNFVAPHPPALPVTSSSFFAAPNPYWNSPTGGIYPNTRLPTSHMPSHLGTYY
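His-tagged ERG Ets domain (1 uM in the protein solution; 300mM KCl, 50mM Tris-HCl, 1mM EDTA, 1mM DTT, pH 7.5) received compound, then a probe mix of 5 nM fluorescein-DNA and 100nM Texas-615-DNA. Fluorescence polarization was read for both dyes.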
ALOX12 inh: Primary qHTS assay for inhibitors of human arachidonate 12S-lipoxygenase (ALOX12): Round 2; Polyunsaturated fatty acid lipoxygenase ALOX12 (Homo sapiens), P18054; purified 12hLO, xylenol orange hydroperoxide absorbance; Potency, µM (top dose mostly 108 µM), without a hit: at the highest dose activity change, negative = inhibition, most hits filed as inhibitors; 1.1% of 580,000 active; AID 1671190, 2021; further: potency means the concentration at half of the fitted maximal effect; on the % scale 0 is the no-effect control and ±100 the full control effect
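Purified human 12hLO (150 nM final) in 25 mM Hepes, 0.01% Triton X-100, pH 7.0 was preincubated 15 min at room temperature with compound. Then 40 uM arachidonic acid was added, 30 min. Hydroperoxide was read by Fe-XO absorbance ratio 573/405 nm.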
RGS4 inh: Inhibitors of Regulator of G Protein Signaling (RGS) 4: qHTS; Regulator of G-protein signaling 4 (Homo sapiens), P49798; Transcreener GDP fluorescence polarization, RGS4-accelerated GTP hydrolysis; Potency, µM (series often up to 114 µM), for the others: at the highest dose activity change, negative = inhibition, usual class: inhibitors; 0.039% of 390,000 active; further: potency means the concentration at half of the fitted maximal effect; on the % scale 0 is the no-effect control and ±100 the full control effect; nearly all actives have a fitted effect of over 75% in size; some results filed as inactive show a strong effect at the top dose
Target sequence (P49798 whole entry, looked up): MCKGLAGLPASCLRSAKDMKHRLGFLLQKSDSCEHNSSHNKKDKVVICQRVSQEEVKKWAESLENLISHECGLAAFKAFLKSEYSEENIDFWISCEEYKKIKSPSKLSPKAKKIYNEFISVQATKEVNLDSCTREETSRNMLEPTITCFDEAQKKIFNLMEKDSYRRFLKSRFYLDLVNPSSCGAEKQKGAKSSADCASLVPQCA
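MLSMR compounds (23 nl, pin-transferred) preincubated 10 min at room temperature with a 500nM (2x) first reagent, then RGS4 at 900nM (2x) plus Transcreener GDP mix added; fluorescence polarization (620/688 nm) read before and after 90 min at 30 °C.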
HP1b chromo inh: HTS for Inhibitors of HP1-beta Chromodomain Interactions with Methylated Histone Tails. Chromobox protein homolog 1 (Homo sapiens), P83916. Potency, µM (series often up to 114 µM), without a hit: at the highest dose activity change, negative = inhibition, actives largely listed as inhibitors. 0.56% of 390,000 active. AlphaScreen HP1-beta / biotin-H3K9me3 peptide binding; further: potency means the concentration at half of the fitted maximal effect; nearly all actives have a fitted effect of over 70% in size; inactives centre near 23
Target sequence (P83916 whole entry, looked up): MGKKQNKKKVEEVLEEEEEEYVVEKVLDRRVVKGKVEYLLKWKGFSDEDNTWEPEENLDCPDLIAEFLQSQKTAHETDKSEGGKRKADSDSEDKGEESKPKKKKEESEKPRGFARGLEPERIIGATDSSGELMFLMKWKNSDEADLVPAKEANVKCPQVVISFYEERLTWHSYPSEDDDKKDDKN
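AlphaScreen: HP1-beta (50 nM) preformed 30 min with biotin-H3(1-18)K9me3 peptide (50 nM) in PBS pH 7.4, 0.01% Tween-20. Compound added for 30 min at RT, then streptavidin donor/nickel chelate acceptor beads (10 ug/mL) for 30 min.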
BAZ2B inh: qHTS Assay for Inhibitors of BAZ2B; AlphaScreen BAZ2B-H3K14Ac peptide displacement; Potency, µM (doses to about 114 µM), for inactives: at the top dose activity change, negative = inhibition, actives largely listed as inhibitors; 4.4% of 360,000 active; Bromodomain adjacent to zinc finger domain protein 2B (Homo sapiens), Q9UIF8; further: potency means the concentration at half of the fitted maximal effect; on the % scale 0 is the no-effect control and ±100 the full control effect; nearly all actives have a fitted effect of over 60% in size
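In this displacement format the biotinylated H3(5-23) peptide acetylated at Lys14 serves as ligand at 50 nM, with BAZ2B at 50 nM in PBS pH 7.4 containing 0.01% Tween-20. Donor and acceptor beads are 10 ug/mL final.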
JMJD2A Tudor: qHTS Assay for Inhibitors of JMJD2A-Tudor Domain | 4.4% of 390,000 active | Lysine-specific demethylase 4A (Homo sapiens), O75164 | AlphaScreen JMJD2A-Tudor / H3K4me3 peptide binding | Potency, µM (titrated, usually from 114 µM), for inactives: top-dose activity change, negative = inhibition, usual class: inhibitors; further: potency means the concentration at half of the fitted maximal effect; on the % scale 0 is the no-effect control and ±100 the full control effect; nearly all actives have a fitted effect of over 50% in size
GLS inhibitor: qHTS for Inhibitors of Glutaminase (GLS); Glutaminase kidney isoform, mitochondrial (Homo sapiens), O94925; GLS enzymatic activity, qHTS titration; Potency, µM (titrated, usually from 45.5 µM), for inactives: at the highest dose activity change, negative = inhibition, hits mostly inhibitors; 0.21% of 410,000 active; AID 624170, 2012; further: potency means the concentration at half of the fitted maximal effect; on the % scale 0 is the no-effect control and ±100 the full control effect
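Glutamate formation by hKGA was monitored fluorometrically using coupled glutamate oxidase, HRP and Amplex Red. Substrate was added as 1 mM L-glutamine solution; incubation was 30 min at RT after an initial read.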
PI4K2A block: qHTS for small molecular inhibitors of PI4K2A; 0.13% of 420,000 active; purified PI4K2A, ADP-Glo luminescence, 1 h; active compounds read low; activity change, negative = inhibition, % at 76.9 µM; AID 1346378, 2018; Phosphatidylinositol 4-kinase type 2-alpha (Homo sapiens), Q9BTU6; in the data active means activity change below about -50%; inconclusive means mostly about -30% to -49%;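 further: -100% = wells without enzyme as full effect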
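In this quantitative HTS, ADP production by PI4K2A was quantified luminescently after 1 h at ambient temperature; 100 microM adenosine served as plate-quality control.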
G9a inh: qHTS Assay for Inhibitors of Histone Lysine Methyltransferase G9a; Histone-lysine N-methyltransferase EHMT2 (Homo sapiens), Q96KQ7; G9a H3K9 monomethylation, AlphaScreen, 2 h; Potency, µM (titrated, usually from 102 µM), for inactives: top-dose activity, negative = inhibition, most hits filed as inhibitors; 8.8% of 350,000 active; further: potency means the concentration at half of the fitted maximal effect; on the % scale 0 is the no-effect control and ±100 the full control effect; nearly all actives have a fitted effect of over 75% in size
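G9a (20 nM) preincubated 15 min RT with compounds, then 500 nM biotinylated H3K9 peptide and 20 uM SAM added; 2 h RT reaction. Monomethyl-H3K9 product detected by AlphaScreen with anti-H3K9me1 antibody, streptavidin donor and anti-rabbit IgG acceptor beads.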
The depositor's hits bear a star; ? = inconclusive; / = not tested or not shown; & = joins results of further samples; ! = not active in a repeat; [ ] = dose if it differs, or a comment. Unless noted, the call rests on the fitted dose curve; in most records, active means well fitted curve in the direction sought with a large enough effect; inconclusive means small, poorly fitted or top-dose-only effect, or another doubt; inactive means no such curve, though single readings can be large; an effect the other way counts as inactive or inconclusive.

SMILES	ERG Ets-DNA blk	ALOX12 inh	RGS4 inh	HP1b chromo inh	BAZ2B inh	JMJD2A Tudor	GLS inhibitor	PI4K2A block	G9a inh
Cc1ccc(C)c(NC(=O)C2CCN(S(=O)(=O)c3ccc4c(c3)NC(=O)CO4)CC2)c1	3%	-23%	5%[56.9 µM]	49%[activator]	1%	-14%	-2%	-3	36%
COC(=O)C1=C(C)N(c2ccc(F)cc2)/C(=C/c2ccc(O)cc2)C1=O	6%	-23%	-3%	32%	-14%	-2%	5%	-6	-9%[59 µM]
CC[C@H](C)[C@@H](CNC)NC[C@@H](Cc1ccc(O)cc1)NCC(C)(C)C	19%	-1%	-6%	65%[activator]	-7%	?	14%	1	-17%
CC(C)C[C@@H](CNCC(=O)[C@H](CC(C)C)NC(=O)c1[nH]cnc1C(=O)N[C@@H](C)CN)NC(=O)c1nc[nH]c1C(=O)N[C@@H](C)C(=O)O	8%	33%[activator]	3%	29%	/	-3%	-3%	-3	/
COC(=O)c1cc(NC(=S)N2CCN(c3ccccn3)CC2)cc(C(=O)OC)c1	-12%	-2%	-14%	36%	-17%	-4%	-2%	1	16%[12.7 µM]
Cc1ccccc1OCC(=O)Nc1ccc(-c2nc3ccccc3o2)cc1	4%	-25%	1%	44%[activator]	5%	-1%	3%	-2	4%[59 µM]
O=c1cc(C(F)(F)F)nc(-c2cccnc2)[nH]1	1%	4%	-12%	27%	?	-13%	27%	6	-33%
C/C(=N\NC(=O)CNC(=O)c1cccc(F)c1)c1ccc2ccccc2c1	4%	3%	-15%	-1%	-14%	-15%	2%	2	-7%
CN(c1ccccc1)S(=O)(=O)c1ccc(C(=O)N2CCCC2)cc1	13%	6%	8%	19%	1%	-6%	3%	-1	?
CC(=O)Oc1ccc(C(=O)Nc2ccccc2C(=O)NCC(C)C)cc1	/	2%	-6%	26%	11%	-2%	3%	-3	-4%
Cc1nn(C)c(C)c1CN(C)C(=O)c1cnn2c1NC(c1ccccc1)CC2C(F)(F)F (configuration not stated)	3%	-31%	6%	2%	7%	-20%	1%	1	7%
CN(C(=O)Nc1ccccc1)C1CCCc2ccccc21 (configuration not stated)	-12%	-21%	-7%	28%	1%	8%	-5%	1	21%
CSCC[C@@H](C(=O)NCCCCCCCCCCC(=O)N1CCN(C(=O)OC(C)(C)C)CC1)n1cc(CCO)nn1	6%	-6%	-7%	46%[activator]	0%	-14%	-1%	0	8%[12.7 µM]
Cc1cccc(N2CCN(C(=O)NCc3ccc(F)cc3)CC2)c1C	8%	-24%	?	26%	10%	?	-15%	-8	-8%
O=c1[nH]c(N2CCCCC2)nc2c1CCCC2	-4%	-25%	13%	54%[activator]	0%	-8%	2%	4	-36%

A stretch of the results above, as a working copy:
SMILES	ERG Ets-DNA blk	ALOX12 inh	RGS4 inh	HP1b chromo inh	BAZ2B inh	JMJD2A Tudor	GLS inhibitor	PI4K2A block	G9a inh
CC(=O)Oc1ccc(C(=O)Nc2ccccc2C(=O)NCC(C)C)cc1	/	2%	-6%	26%	11%	-2%	3%	-3	-4%
Cc1nn(C)c(C)c1CN(C)C(=O)c1cnn2c1NC(c1ccccc1)CC2C(F)(F)F (configuration not stated)	3%	-31%	6%	2%	7%	-20%	1%	1	7%
CN(C(=O)Nc1ccccc1)C1CCCc2ccccc21 (configuration not stated)	-12%	-21%	-7%	28%	1%	8%	-5%	1	21%
CSCC[C@@H](C(=O)NCCCCCCCCCCC(=O)N1CCN(C(=O)OC(C)(C)C)CC1)n1cc(CCO)nn1	6%	-6%	-7%	46%[activator]	0%	-14%	-1%	0	8%[12.7 µM]
Cc1cccc(N2CCN(C(=O)NCc3ccc(F)cc3)CC2)c1C	8%	-24%	?	26%	10%	?	-15%	-8	-8%
O=c1[nH]c(N2CCCCC2)nc2c1CCCC2	-4%	-25%	13%	54%[activator]	0%	-8%	2%	4	-36%

(list continues)
SMILES	ERG Ets-DNA blk	ALOX12 inh	RGS4 inh	HP1b chromo inh	BAZ2B inh	JMJD2A Tudor	GLS inhibitor	PI4K2A block	G9a inh
CNC(=O)CSc1nc2nn(-c3ccccc3)c(=O)c-2c2n1CCCCC2	-3%	23%	-5%	29%	3%	-19%	-1%	1	1%[59 µM]
COc1ccc(/C=C(\C#N)C(=O)OCCNC(=O)c2ccncc2)cc1	6%	1%	2%	31%	-1%	-8%	6%	-13	-2%
CN(C(=O)COc1ccccc1)c1nnc(-c2ccncc2)s1	-1%	-7%	-27%	-6%	7%	-12%	-3%	3	11%[59 µM]
O=C(c1ccco1)N1CCN(c2c([N+](=O)[O-])nn(-c3cccc(Cl)c3)[n+]2[O-])CC1	-2%	95%[activator]	-11%	-4%	?	-34%	-1%	-2	-7%[59 µM]
CC(C)c1nc2cc(C(=O)N3CCNC(=O)C3c3ccc(F)cc3)ccc2o1 (configuration not stated)	-2%	-3%	6%	40%[activator]	-2%	6%	-3%	-2	83%[activator]
Cc1cc(C)n2nc(C(=O)OCC(=O)NCc3ccc(Cl)cc3)nc2n1	4%	?	9%	42%[activator]	5%	-3%	1%	-5	5%[2.33 µM]
COc1ccc(CCNC(=O)CCCn2c(=O)c3cccn3c3ccc(F)cc32)cc1OC	-1%	-25%	10%	39%[activator]	-37%	7%	2%	0	2%[59 µM]
CC1Cc2ccccc2N1C(=O)CSc1nnc(C2CC2)n1C (configuration not stated)	-13%	0%	?	-8%	0%	?	-4%	2	7%
C=CCSC1=N/C(=C\C=C\c2ccco2)C(=O)S1	4%	?	?	40µM*	10µM*	45µM*	-2%	-17	7.1µM*
Cc1ccc(S(=O)(=O)NC(=O)c2ccc(Br)o2)cc1	0%	?	-6%	35%	1%	-20%	5%	-4	35µM*!
FC(F)(F)c1cc(-c2ccco2)nc(NCc2cccnc2)n1	0%	?	12%	33%[activator]	-23%	-13%	3%	2	?
COC(=O)C1=C(C(=O)OC)[C@@H]2N(C)c3ccccc3[C@@]23C[C@@H](C(=O)OC)N(C(=O)c2ccc(Br)cc2)C3=N1	-7%	1%	1%	0%	-28%	?	18%	-1	-50%[59 µM]
COc1cccc2sc(/N=C/N(C)C)nc12	-8%	-70%	3%	30%	6%	1%	17%	-6	14%
Cc1ccc2sc(NC(=O)C3CC3)nc2c1C	-10%	-2%	2%	29%	-16%	-4%	-1%	-6	-2%
COc1cccc(C(=O)Nc2sc3c(c2C(=O)O)CCCC3)c1	18%	?	8%	3%	-17%	-16%	-10%	4	3%
Cc1cc(C(=O)CSc2nnc(-c3ccccc3)n2-c2ccccc2)c(C)n1-c1ncn[nH]1	-7%	9%	-16%	17%	?	?	?	-6	-48%[59 µM]
Cc1ccc(NC(=O)C2CCCN2C(=O)NCc2ccccc2)cc1 (configuration not stated)	-31%	-1%	4%	17%	-1%	-9%	-7%	3	12%
CCOc1ccc(CCNC(=O)C2CCCN(S(=O)(=O)N(C)c3ccc(F)cc3)C2)cc1 (configuration not stated)	-4%	-14%	19%	25%	-10%	-13%	1%	-1	-24%[59 µM]
Cc1cc(NC(=O)c2cc(-c3cccs3)on2)no1	-1%	8%	8%	12%	-8%	-15%	10%	4	-48%
CCC(=O)Oc1ccc(/C=C(\C#N)c2nc3ccccc3[nH]2)cc1OC	3%	-10%&-15%	-17%	14%	-17%	-22%	-2%	1	14%[59 µM]
Cc1ccc(CN2CCN(Cc3ccc(-n4cccn4)cc3)CC2CCO)cc1 (configuration not stated)	-2%	-16%	9%	?	0%	-7%	12%	2	/
O=C(Nc1ccccc1)NC1(C(=O)NCc2ccc3c(c2)OCO3)CCCCC1	1%	0%	-10%	27%	-9%	-14%	0%	-3	12%[12.7 µM]
C(=NN1CCCCCC1)c1ccc2c(c1)OCO2	-4%	?	18%	?	/	50µM*	-17%	-5	/
O=C(O)CCN1C(=O)c2ccc(Oc3ccc([N+](=O)[O-])cc3)cc2C1=O	7%	21%	6%	20%	8%	-9%	1%	2	0%
COc1cccc(C2C(C(=O)c3cc4ccccc4o3)=C(O)C(=O)N2CCN2CCOCC2)c1 (configuration not stated)	-3%	?	2%	7%	-13%	-24%	-16%	-3	45µM*
COc1ccccc1NC(=O)c1ccc(S(=O)(=O)N2CCCC2)cc1	-3%	-3%	-3%	33%	-6%	-14%	2%	-3	-3%
O=C(NC(=S)Nc1ccc(F)c(Cl)c1)C1CC1	-15%	?	0%	43%[activator]	-14%	-4%	20%	-2	56µM*

Screens deposited in PubChem BioAssay by National Center for Advancing Translational Sciences (NCATS).

Only part of the results is shown (hit frequency here may not be typical).
